CXCR6 inh: CXCR6 receptor inhibitors, primary screen, cell-based, beta-arrestin, luminescence, CHO-K1 PathHunter, 1536-well. actives 0.36% (n = 360,000). C-X-C chemokine receptor type 6 (Homo sapiens), O00574. inhibition, % at 20 µM; in the data active = inhibition above about 34%, passing the limit was not always enough;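 note: antagonist mode with CXCL16 agonist at 10 nM final; 0% = 10 nM CXCL16 with DMSO and 100% = unstimulated wells without agonist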
tim23-1 inh: growth inhibitors of tim23-1 mutant yeast, primary screen, luminescence, uHTS. S. cerevisiae tim23-1 growth, BacTiter-Glo luminescence, 24 h. inhibition, % at 20 µM. actives 1.3% (n = 330,000);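 active = growth inhibition of the mutant yeast at or above 50%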;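 note: temperature-sensitive mutant grown at 25 °C; plate controls were DMSO-treated mutant yeast for no effect and medium wells lacking yeast for full effect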
tim10-1 inh: growth inhibitors of tim10-1 mutant yeast, primary screen, luminescence, uHTS; S. cerevisiae tim10-1 ts strain growth, BacTiter-Glo, 24 h; inhibition, % at 20 µM; actives 2.2% (n = 330,000); AID 463190, 2010;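 active = inhibition of at least 40%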;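 note: mutant grown at 25 °C; 0% = DMSO wells with yeast and 100% = wells holding no yeast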
APJ antag: antagonists of human apelin receptor APJ, primary screen, CHO-K1 cells, beta-arrestin complementation, luminescence; inhibition, % at 20 µM; AID 2521, 2010; actives 0.32% (n = 330,000); P35414;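 active = inhibition above about 40% at 20 µM, limit read from the data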;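 note: cells challenged with 10 nM apelin-13 agonist together with compound; plate controls were apelin-13 plus DMSO wells for no effect and DMSO wells lacking apelin-13 for full effect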
UPR XBP1 act: activators of adaptive XBP1 UPR arm, primary screen, cell-based, CHO-XBP1 luciferase reporter, luminescence, uHTS; IRE1-XBP1 UPR activation; percent of tunicamycin response, DMSO as zero; activation, % at 20 µM; actives 0.33% (n = 330,000); AID 463104, 2010;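 active = versus positive control, 20 µM dose yields 30% or more activation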;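 note: 100% = tunicamycin at 10 µg/mL and 0% = DMSO only wells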
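Test system: CHO-XBP1 luciferase reporter cells | Buffer or medium: Serum-containing F12 medium, 10% FBS | Schedule: 6 h compound exposure at 37 °C, 5% CO2 | Detection: Steady-Glo luciferase glow luminescence, 10 min after reagent addition | Read-out basis: Activation, % of tunicamycin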
APJ ag: agonists of human apelin receptor APJ, primary screen, CHO-K1 cells, PathHunter beta-arrestin, luminescence; 0% DMSO wells, 100% apelin; activation, % at 20 µM; actives 0.11% (n = 330,000); AID 2520, 2010;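 active = activation more than six SD over the plate average, tested at 20 µM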;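 note: 0% = DMSO alone and 100% = apelin-13 at 10 nM; some results filed as inactive read as strong as hits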
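Test system – PathHunter CHO-K1 APJ (AGTRL-1) beta-arrestin reporter cells · Input – 1000 cells/well · Compound – single test compound dose, 20 µM final, 1% DMSO · Times – compound stimulation 90 min at 25 °C, detection 60 min · Technique – beta-gal luminescence · Read-out basis – APJ–arrestin association signal · Control set – negative DMSO alone, positive Apelin-13 at 10 nM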
Mdm2-MdmX inh: inhibitors of human Mdm2-MdmX association, primary screen, cell-based, luminescence, split luciferase, SaOS-2, uHTS; Protein Mdm4 (Homo sapiens) + E3 ubiquitin-protein ligase Mdm2 (Homo sapiens), …; SaOS-2 split-luciferase Mdm2/MdmX complementation; inhibition, % at 8 µM; actives 3% (n = 330,000); AID 485346, 2010;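 active = inhibition of at least 50% at 8 µM in the primary screen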
Target sequence (O15151 whole entry, looked up): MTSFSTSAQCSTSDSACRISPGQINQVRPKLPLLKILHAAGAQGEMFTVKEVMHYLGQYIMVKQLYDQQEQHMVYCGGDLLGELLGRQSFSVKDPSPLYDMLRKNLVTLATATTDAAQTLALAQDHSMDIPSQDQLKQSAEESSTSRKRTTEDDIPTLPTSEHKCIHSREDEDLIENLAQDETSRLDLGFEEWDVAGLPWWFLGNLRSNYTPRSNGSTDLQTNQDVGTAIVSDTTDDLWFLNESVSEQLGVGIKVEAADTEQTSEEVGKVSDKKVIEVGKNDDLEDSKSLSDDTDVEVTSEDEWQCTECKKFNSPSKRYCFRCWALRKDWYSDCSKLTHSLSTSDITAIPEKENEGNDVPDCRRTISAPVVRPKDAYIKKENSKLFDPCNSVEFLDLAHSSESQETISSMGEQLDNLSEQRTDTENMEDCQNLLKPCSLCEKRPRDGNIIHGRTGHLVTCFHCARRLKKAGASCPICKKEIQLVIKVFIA
Target sequence (Q00987 whole entry, looked up): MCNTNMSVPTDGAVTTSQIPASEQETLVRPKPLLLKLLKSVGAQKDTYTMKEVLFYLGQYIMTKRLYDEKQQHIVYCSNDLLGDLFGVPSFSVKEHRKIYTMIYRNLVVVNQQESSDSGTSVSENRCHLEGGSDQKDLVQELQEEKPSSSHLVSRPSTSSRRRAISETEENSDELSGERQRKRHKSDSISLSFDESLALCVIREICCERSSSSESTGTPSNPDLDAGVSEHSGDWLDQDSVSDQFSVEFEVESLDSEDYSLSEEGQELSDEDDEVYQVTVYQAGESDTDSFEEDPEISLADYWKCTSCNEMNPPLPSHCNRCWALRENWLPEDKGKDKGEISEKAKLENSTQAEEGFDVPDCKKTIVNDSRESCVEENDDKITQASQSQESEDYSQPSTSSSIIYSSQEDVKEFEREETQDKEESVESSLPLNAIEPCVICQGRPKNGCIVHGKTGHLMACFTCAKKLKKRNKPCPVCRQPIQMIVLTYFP
CHOP UPR activ: activators of apoptotic CHOP UPR arm, primary screen, cell-based, CHO-CHOP luciferase reporter, luminescence, uHTS; UPR activation; percent of tunicamycin response over DMSO baseline; activation, % at 10 µM; actives 0.34% (n = 330,000);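 active = at 10 µM dose, activation of 40% or more, normalized to positive control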;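 note: 100% = tunicamycin at 10 µg/mL and 0% = DMSO alone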
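Test system: CHO CHOP reporter cells. Input: 500 CHO-CHOP cells per well. Medium: F12 with 10% FBS. Technique: luciferase luminescence. Measure: percent activation relative to tunicamycin control. Dosing: 10 µM compound, 0.5% DMSO. Timing: 16-18 h cell attachment, then 6 h compound exposure, 37 °C.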
TIM10 inh: growth inhibitors of isogenic TIM10 control yeast, primary screen, counter-screen for tim10-1 yeast inhibitor project, luminescence, uHTS; S. cerevisiae TIM10 strain growth, BacTiter-Glo luminescence, 24 h; inhibition, % at 10 µM; actives 1.4% (n = 330,000); AID 463195, 2010;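 active = inhibition of 40% or more at the single tested concentration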;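 note: wild-type TIM10 isogenic control strain grown at permissive 25 °C; 0% = DMSO yeast wells and 100% = minimal medium wells without yeast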
Active calls of the source: *.

Start of the data: the first 10 entries (preview)
SMILES	CXCR6 inh	tim23-1 inh	tim10-1 inh	APJ antag	UPR XBP1 act	APJ ag	Mdm2-MdmX inh	CHOP UPR activ	TIM10 inh
Cn1c(SCC(=O)NC(=O)NCc2ccco2)nnc1C(F)(F)F	-14.3	-14.0	-16.2	0.9	0.2	-0.2	21.6	-0.8	-1.2
CC(C)c1ccc(NC(=S)NCc2cccs2)cc1	-5.4	39.5	55.8*	-1.3	1.3	-0.5	-21.1	1.6	44.5*
O=C(Cc1ccccc1)Nc1cccc(NC(=O)c2cccs2)c1	-13.9	32.0	24.4	-2.6	-0.2	-5.8	-9.6	-0.9	23.1
Cc1cccc2c1N(C(=O)c1ccco1)C(C)(C)c1ssc(=S)c1-2	15.8	-0.4	19.1	10.1	0.0	-6.7	16.1	-1.5	20.0
CCOC(=O)c1ccc(NC(=O)CSc2ncccn2)cc1	-9.2	-7.6	-3.9	12.4	6.4	3.0	-17.9	5.6	-15.2
Cc1cc(SCC2=NNC(=O)C2)c(Cl)cc1Cl	-6.1	38.0	26.8	6.6	2.3	-3.8	12.4	0.9	-4.2
O=C(Nc1ccc(S(=O)(=O)Nc2ncccn2)cc1)c1cncc(Br)c1	8.0	20.7	1.2	-8.3	-0.6	2.1	-11.8	-2.4	-1.1
CCCCNC(=O)COC(=O)C1CCN(S(=O)(=O)c2ccc3c(c2)OCCO3)CC1	-9.5	1.4	8.8	-0.5	-1.3	-3.1	-1.8	-0.4	5.4
CCCN1CCN(CCCNC(=O)Cn2nc(C)n3c(cc4cc(OC)ccc43)c2=O)CC1	-2.6	8.8	8.9	6.0	-7.2	-3.2	39.9	1.1	-0.6
c1ccc(NC2=Nc3ccccc3CS2)cc1	3.8	13.4	14.8	6.6	5.1	-2.1	-144.9	1.7	19.8

The whole of this part, previewed entries included:
SMILES	CXCR6 inh	tim23-1 inh	tim10-1 inh	APJ antag	UPR XBP1 act	APJ ag	Mdm2-MdmX inh	CHOP UPR activ	TIM10 inh
Cn1c(SCC(=O)NC(=O)NCc2ccco2)nnc1C(F)(F)F	-14.3	-14.0	-16.2	0.9	0.2	-0.2	21.6	-0.8	-1.2
CC(C)c1ccc(NC(=S)NCc2cccs2)cc1	-5.4	39.5	55.8*	-1.3	1.3	-0.5	-21.1	1.6	44.5*
O=C(Cc1ccccc1)Nc1cccc(NC(=O)c2cccs2)c1	-13.9	32.0	24.4	-2.6	-0.2	-5.8	-9.6	-0.9	23.1
Cc1cccc2c1N(C(=O)c1ccco1)C(C)(C)c1ssc(=S)c1-2	15.8	-0.4	19.1	10.1	0.0	-6.7	16.1	-1.5	20.0
CCOC(=O)c1ccc(NC(=O)CSc2ncccn2)cc1	-9.2	-7.6	-3.9	12.4	6.4	3.0	-17.9	5.6	-15.2
Cc1cc(SCC2=NNC(=O)C2)c(Cl)cc1Cl	-6.1	38.0	26.8	6.6	2.3	-3.8	12.4	0.9	-4.2
O=C(Nc1ccc(S(=O)(=O)Nc2ncccn2)cc1)c1cncc(Br)c1	8.0	20.7	1.2	-8.3	-0.6	2.1	-11.8	-2.4	-1.1
CCCCNC(=O)COC(=O)C1CCN(S(=O)(=O)c2ccc3c(c2)OCCO3)CC1	-9.5	1.4	8.8	-0.5	-1.3	-3.1	-1.8	-0.4	5.4
CCCN1CCN(CCCNC(=O)Cn2nc(C)n3c(cc4cc(OC)ccc43)c2=O)CC1	-2.6	8.8	8.9	6.0	-7.2	-3.2	39.9	1.1	-0.6
c1ccc(NC2=Nc3ccccc3CS2)cc1	3.8	13.4	14.8	6.6	5.1	-2.1	-144.9	1.7	19.8
CC(CC(=O)O)CC(=O)Nc1cccc([N+](=O)[O-])c1 (stereo unspecified)	0.0	5.2	8.0	14.4	1.4	-2.5	22.5	-0.9	0.1
COc1ccc(CC(=O)NNC(=O)c2ccncc2)cc1	-1.8	7.6	7.2	-1.1	0.2	-2.3	-13.9	-0.2	-3.3
C=CCN(c1ccccc1)S(=O)(=O)c1ccc2c(c1)NC(=O)C(C)C(=O)N2 (stereo unspecified)	0.0	12.2	3.0	1.7	-2.4	-2.5	12.5	-0.9	-7.3
CCOc1ncccc1C(=O)Nc1ccc(Cl)c(S(=O)(=O)N2CCCC2)c1	-4.0	25.4	35.1	0.6	2.9	-0.9	24.2	-1.9	15.4
COc1ccc(N2CCN(C(CNC(=O)C(C)(C)C)c3ccco3)CC2)cc1 (stereo unspecified)	-9.7	14.6	16.2	11.2	-1.3	-3.1	-3.6	-0.2	5.2
CCCCNC(=O)Nc1ccccc1C(=O)NCc1ccco1	1.1	3.8	10.2	-6.4	0.6	1.2	13.8	-1.1	3.0
O=C1CC(C(=O)Nc2ccccc2C(=O)O)C(c2ccccc2)O1 (stereo unspecified)	-1.3	8.2	-7.9	4.0	-2.6	2.8	11.1	0.1	1.1
CC(=O)c1ccc(NC(=O)/C(C#N)=C/c2ccncc2)cc1	2.1	13.0	6.4	-6.7	-4.5	-3.4	3.0	-0.2	5.9
Cc1ccc(C(=O)N/C(=C\c2ccco2)C(=O)N2CCSCC2)cc1C	-4.8	-9.9	13.3	0.5	-2.0	-3.5	1.3	-2.0	20.4
O=C(COC(=O)C1COc2ccccc2O1)Nc1ccccc1OC(F)F (stereo unspecified)	5.9	13.3	3.3	1.8	0.4	-0.4	-26.9	-0.7	-3.4
Cc1ccc2nc(N/C(=N/S(=O)(=O)c3ccc(F)cc3F)c3ccccc3)sc2c1	4.4	18.8	14.8	3.9	-0.3	-0.3	-7.4	0.0	10.6
O=C1c2cccc3cccc(c23)C(=O)N1CC1CCN(CC(O)COc2ccc3ccccc3c2)CC1 (stereo unspecified)	5.5	-73.2	-90.5	-11.5	1.5	-4.9	72.5*	-0.3	37.1
CC(C)(C)c1ccc(S(=O)(=O)NCC(=O)N2CCCC2)cc1	-0.7	-6.1	-12.8	-5.9	-1.3	-2.7	4.8	2.5	-6.9
COCCNC(=O)c1cnn2c(C(F)F)cc(-c3ccccc3)nc12	2.8	2.0	18.3	5.3	-4.5	-0.6	16.2	-1.6	17.1
Cc1cc(C)c(C)c(OCCCn2ccnc2)c1	4.8	-26.0	-6.1	-26.4	-3.6	-4.4	19.8	-0.8	-20.1
CC(C)(O)C(=O)NN(C(=O)c1ccccc1)c1ccc2ccccc2c1	11.2	4.3	3.0	-7.6	-4.1	2.3	-23.9	-0.5	-5.1
O=c1cc(-c2ccncc2)oc2ccccc12	-2.0	-13.2	4.3	13.4	1.8	-6.9	37.9	-2.2	-15.3
C=CCN1CCN(C(c2ccccc2OC)c2nnnn2C(C)(C)C)CC1 (stereo unspecified)	2.9	-0.3	3.7	-5.8	-3.2	-2.9	-36.9	0.0	15.4
COc1ccccc1Cn1c(-c2ccco2)nc2nc3ccccc3nc21	-7.9	11.1	30.9	20.5	2.9	-4.2	-12.2	4.4	28.4
COc1ccccc1-c1nnc(SCC(=O)Nc2ccc(N3CCOCC3)cc2)n1N	-6.2	5.6	-0.7	4.4	-2.8	0.0	-29.1	-0.2	4.2
CC(=O)OC1CC(C)(C)N(OC(=O)c2ccccc2)C(C)(C)C1	0.0	10.0	15.8	2.2	0.6	-2.3	-8.1	-1.1	29.7
COc1ccc(-c2nnn(CC(=O)N(Cc3ccccc3Cl)C(C(=O)NCC3CCCO3)c3ccco3)n2)cc1OC (stereo unspecified)	-1.8	14.6	21.7	-0.1	-0.3	-2.1	7.1	-2.5	15.0
CCOCCCNC(=O)C(NC(=O)c1ccc(=O)[nH]c1)c1ccccc1 (stereo unspecified)	6.1	13.7	0.0	6.4	0.0	-1.7	-4.3	0.9	-4.6
Cc1ccn2c(CNC(C)CCn3cccn3)c(C(=O)N3CCCCCC3)nc2c1 (stereo unspecified)	0.7	7.9	-13.0	-8.5	0.1	-2.5	13.3	-2.3	-14.9
CN(C(=O)c1ccncc1)C1CCCCC1	0.5	-8.1	-9.9	5.4	-6.0	-2.3	17.2	-0.4	8.9
Cc1nc2ncnn2c(N2CCCC(C(=O)Nc3ccccc3Br)C2)c1C (stereo unspecified)	6.7	18.0	17.2	-15.9	-0.5	-3.8	20.2	-0.8	0.5
COc1ccc(-n2nnnc2/C(=C/N(C)C)C(=O)c2ccccc2)cc1	-8.8	11.3	13.0	27.7	-0.3	-0.8	18.7	2.5	15.8
C=CCn1c(SC(C)C#N)nc2sc(CC)cc2c1=O (stereo unspecified)	3.1	16.5	-53.8	5.9	-1.8	1.4	25.8	0.6	-37.2
COCCNC(=O)CCC(=O)NNc1nc2ccccc2c2nc(-c3ccccc3)nn12	-6.3	15.6	8.7	7.7	-1.8	-0.5	-17.5	-0.7	4.9
Cc1cc(NC(=O)c2sc(Nc3ccc(F)cc3)nc2N)no1	-2.5	5.8	-21.1	0.4	4.2	-1.8	-23.6	6.2	26.5
COc1ccccc1Nc1nnc(SCC(=O)c2cc(C)n(CC3CCCO3)c2C)s1 (stereo unspecified)	-5.2	33.4	34.6	8.4	2.8	-0.4	3.8	0.2	16.6
C[C@H](CO)N1C[C@H](C)[C@@H](CN(C)S(=O)(=O)c2ccccc2)Oc2ccc(NC(=O)Nc3ccccc3)cc2C1=O	-0.9	10.4	3.4	-1.8	-3.9	-1.8	27.3	-0.8	9.6
COc1ccc(C(=O)NNC(=O)c2ccccc2[N+](=O)[O-])cc1	-5.7	6.9	13.6	-9.5	-0.7	-3.3	-17.4	4.9	19.5
CC(=O)N1CC[n+]2c(-c3ccc(Cl)cc3)csc21	-7.4	6.5	20.6	8.8	-2.6	-1.1	-6.6	-1.5	6.5
Cc1cc(NC(=O)c2ccno2)no1	-3.7	7.6	3.6	-9.4	-3.8	-0.1	11.8	-0.8	17.8
O=C(NC1CCCCCCC1)c1cccc(Cl)c1	6.2	31.7	16.3	14.9	-2.2	-0.9	-18.0	4.4	14.8
CCO/C=C1\C(=O)N(CC)c2ccccc21	-4.2	8.6	12.0	2.2	-0.7	-3.3	31.2	0.5	-9.5
CC(C)(C)NC(=O)C(=O)NN=C1CCCCCCCCCCC1	-3.5	1.9	-5.0	-3.2	-3.5	-2.0	-19.0	2.0	-8.3

Compound activity deposited in PubChem BioAssay by Sanford-Burnham Center for Chemical Genomics.

Not all compounds are listed, so the mix of outcomes need not match the whole.
